Bioassay records from PubChem.
HKDC1 inhibitor: HKDC1 hexokinase inhibitors, primary screen, biochemical, fluorescence, uHTS | Q2TB90 | recombinant HKDC1, G6PDH/diaphorase resazurin coupled fluorescence | inhibition, % at 20 µM | 0.16% of 340,000 active | AID 493160, 2011;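 active means inhibition above about 35% when tested at 20 µM, limit read from the data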;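 further: plate controls were DMSO wells with enzyme for no effect and DMSO wells lacking enzyme for full effect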
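Material: recombinant HKDC1 hexokinase; Amount: HKDC1 at 5 µg/mL; Medium: Tris pH 8.0 buffer with MgCl2, Tween-20, BSA, BME; Schedule: 90 min reaction incubation at room temperature, dark; Technique: coupled resazurin fluorescence, excitation 525 nm, emission 613 nm.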
SENP7 block: SENP7 protease inhibitors, primary screen, biochemical, luminescence, uHTS | Sentrin-specific protease 7 (Homo sapiens), Q9BQF6 | 1.5% of 330,000 active | recombinant SENP7, Z-RLRGG-aminoluciferin luminescence, 40 min | inhibition, % at 5 µM | AID 434973, 2010;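 active means inhibition above about 50% at the single test dose, limit read from the data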;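 further: plate controls were DMSO with enzyme for no effect and no enzyme buffer wells for full effect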
Target sequence (Q9BQF6 706-1050 limits assumed): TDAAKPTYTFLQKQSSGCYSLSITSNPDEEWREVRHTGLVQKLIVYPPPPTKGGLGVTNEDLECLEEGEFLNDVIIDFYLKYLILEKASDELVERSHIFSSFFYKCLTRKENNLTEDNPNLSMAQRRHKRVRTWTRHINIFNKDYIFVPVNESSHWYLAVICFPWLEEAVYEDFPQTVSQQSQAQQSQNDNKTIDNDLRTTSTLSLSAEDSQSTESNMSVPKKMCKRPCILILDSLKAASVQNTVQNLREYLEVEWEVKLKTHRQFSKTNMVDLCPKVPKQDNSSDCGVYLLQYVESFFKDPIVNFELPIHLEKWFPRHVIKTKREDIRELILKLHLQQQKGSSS
SENP6 inh: SENP6 protease inhibitors, primary screen, biochemical, luminescence, uHTS; Sentrin-specific protease 6 (Homo sapiens), Q9GZR1; Recombinant SENP6 catalytic domain, aminoluciferin luminescence; inhibition, % at 10 µM; 1.8% of 330,000 active; AID 2599, 2010;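 active means inhibition above about 50% at the single tested dose, limit read from the data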;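 further: plate controls were DMSO wells with enzyme for no effect and DMSO wells lacking enzyme for full effect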
Target sequence (Q9GZR1 628-1112 limits assumed): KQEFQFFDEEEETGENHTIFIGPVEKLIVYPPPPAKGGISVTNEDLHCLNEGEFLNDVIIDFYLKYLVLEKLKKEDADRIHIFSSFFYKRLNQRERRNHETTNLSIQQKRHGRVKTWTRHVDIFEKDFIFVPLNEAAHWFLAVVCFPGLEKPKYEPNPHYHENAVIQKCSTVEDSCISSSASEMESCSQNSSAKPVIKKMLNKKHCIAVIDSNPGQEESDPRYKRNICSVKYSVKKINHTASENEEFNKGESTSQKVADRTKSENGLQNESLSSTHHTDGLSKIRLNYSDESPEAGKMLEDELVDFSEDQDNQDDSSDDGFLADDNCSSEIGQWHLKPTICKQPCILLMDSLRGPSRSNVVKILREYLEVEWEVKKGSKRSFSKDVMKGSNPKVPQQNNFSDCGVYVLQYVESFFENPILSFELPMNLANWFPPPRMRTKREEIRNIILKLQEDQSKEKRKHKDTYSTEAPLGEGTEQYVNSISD
PfGluPho inh: PfG6PD enzyme inhibitors, primary screen, biochemical, fluorescence intensity, uHTS; 0.78% of 350,000 active; PfGluPho enzyme, NADPH resazurin-diaphorase fluorescence; inhibition, % at 20 µM; glucose-6-phosphate dehydrogenase-6-phosphogluconolactonase (Plasmodium falciparum 3D7);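 active means inhibition reaching at least a set limit at 20 µM in the primary screen, cut at about 59% in these data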;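 further: 0% = DMSO wells with substrate and 100% = DMSO wells lacking glucose-6-phosphate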
NALP3 yeast inh: NALP3 inflammasome inhibitors in reconstituted yeast, primary screen, luminescence, uHTS; Yeast reconstituted NLRP3/ASC/caspase-1, beta-gal luminescence, 24 h; inhibition, % at 10 µM; 0.39% of 330,000 active;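 active means inhibition of 50% or more; inactive means inhibition below 50%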;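 further: plate controls were induced DMSO wells for no effect and uninduced yeast grown without galactose for full effect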
SENP1 FRET inh: human SENP1 catalytic domain inhibitors, primary screen, biochemical, FRET, uHTS; inhibition, % at 10 µM; Sentrin-specific protease 1 (Homo sapiens), Q9P0U3; recombinant SENP1 catalytic domain, CyPet-SUMO1-YPet FRET cleavage; 0.21% of 360,000 active;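 active means inhibition at least 30% at 10 µM, raw YFP signal under a set limit, fluorescence ratio 0.5 to 1.5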;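 further: 0% = enzyme with DMSO and 100% = no enzyme wells; some results filed as inactive read as strong as hits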
Target sequence (Q9P0U3 419-644 limits assumed): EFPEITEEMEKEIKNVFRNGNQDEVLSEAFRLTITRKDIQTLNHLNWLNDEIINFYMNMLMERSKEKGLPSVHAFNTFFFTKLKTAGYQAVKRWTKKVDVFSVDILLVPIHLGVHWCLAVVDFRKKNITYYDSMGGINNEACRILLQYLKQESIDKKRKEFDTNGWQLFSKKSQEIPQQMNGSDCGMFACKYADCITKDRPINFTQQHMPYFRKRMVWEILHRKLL
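Test system: hSENP1 catalytic domain, recombinant; Amount: 20 pM final SENP1 enzyme; Medium: Tris pH 8 buffer plus EDTA, NaCl, BME, BSA, NP40, catalase; Schedule: 50 min enzyme reaction, room temperature, light-protected; Technique: FRET fluorescence in CFP and YFP emission channels; Controls: no-enzyme wells low, DMSO-plus-enzyme wells high control.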
SENP8 block-1: SENP8 protease inhibitors, primary screen, biochemical, luminescence; Sentrin-specific protease 8 (Homo sapiens), Q96LD8; purified SENP8, Z-RLRGG-aminoluciferin cleavage; inhibition, % at 10 µM; 1.2% of 330,000 active; AID 2540, 2010; in the data active means inhibition above about 50%
Apaf-1 inh: inhibitors of human Apaf-1 apoptosome, primary screen, biochemical, DEVD-Rh110 fluorescence, uHTS; Apoptotic protease-activating factor 1 (Homo sapiens), O14727; reconstituted apoptosome caspase-3 activity; inhibition, % at 20 µM; 0.71% of 330,000 active; AID 489030, 2010; active means inhibition of at least 40% at 20 µM;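 further: plate controls were DMSO wells for no effect and DEVD-CHO caspase inhibitor wells for full effect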
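Assay system: Apoptosome proteins | Medium: pH 7.5 Hepes buffer with CHAPS, BSA, DTT | Also added: Cytochrome c and DEVD-Rh110 substrate | Times: 30 min plus 50 min, RT | Detection: Rhodamine 110 fluorescence at Ex 480/Em 540 nm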
SENP8 block-2: human SENP8 protease inhibitors, primary screen, biochemical, fluorescence, Nedd8 protein substrate, uHTS | Sentrin-specific protease 8 (Homo sapiens), Q96LD8 | recombinant SENP8 | inhibition, % at 20 µM | 0.64% of 360,000 active | AID 602440, 2012; in the data active means inhibition mostly above about 40%, no sharp cut-off; inactive means mostly below about 27%
* = called active by the depositor; . = not tested or not shown; & = joins results of further samples.

SMILES	HKDC1 inhibitor	SENP7 block	SENP6 inh	PfGluPho inh	NALP3 yeast inh	SENP1 FRET inh	SENP8 block-1	Apaf-1 inh	SENP8 block-2
CCOc1ccc(NC(=O)CCNC(=O)N2C[C@H]3C[C@@H](C2)c2cccc(=O)n2C3)cc1	-3	11	-16	14	1	-1	-6	-5	30
CC(C)n1c(O)c(C=NCc2ccccc2)c(=O)[nH]c1=S	1	4	-8	-15	7	1	1	-1	0
CCC(=O)c1cn(Cc2ccccc2C#N)c2ccccc12	3	-3	-2	-6	-8	-2	-2	-4	18
COC(=O)C1=C(c2ccccc2OCc2ccccc2)C[C@@H]2CC[C@H]1N2C(=O)NCc1cccc(C(F)(F)F)c1	3	1	4	16	15	0	10	15	3
COC(=O)C1=C(c2ccc(F)cc2OCc2ccccc2)C[C@@H]2CC[C@H]1N2C(=O)NCCCc1ccccc1	1	5	20	13	17	0	10	16	6
COc1cc(C[C@@H](C)N)c(OC)cc1I	-2	1	11	3	3	0	11	-5	4
CN(C)C(=O)Oc1ccc([N+](=O)[O-])cc1	5	-1	3	1	4	-2	-3	-10	8
COc1ccc2nc3c(C)n(C)ccc-3c2c1	-6	.	.	0	.	-43	.	.	-470
CSc1ccc(C(=O)C2CCCN(Cc3cc4ccccc4[nH]3)C2)cc1 (stereo not drawn)	0	-3	-14	8	36	-5	-10	18	9
Cc1c(N=Cc2c(O)n(Cc3ccccc3)c(=O)[nH]c2=O)c(=O)n(-c2ccccc2)n1C	-10	-9	-5	5	7	2	-12	-8	-45
CCN1CCN(c2ncnc3ccc(Br)cc23)CC1	6	5	-7	-17	-2	-3	-3	-5	-10
Cc1nn(Cc2ccccc2Cl)c(C)c1C(=O)OCC(=O)NC1CCCC(C)C1C (stereo not drawn)	-12	0	-15	-2	12	1	-11	11	4
COC(=O)CC1(CC(=O)OC)C(=O)N(c2ccccc2)C(=O)N(c2ccccc2)C1=O	0	1	-14	-33	-3	1	4	-1	12
O=c1cccc2n1CC1CC2CN(Cc2c(F)cccc2Cl)C1 (stereo not drawn)	-4	3	-7	-29	9	0	-5	-13	11
CC(C)NC(C)Cc1ccc(I)cc1 (stereo not drawn)	1	1	-8	-28	23	-1	27	-5	10
COC1/C=C/C=C(\C)Cc2cc(O)c(Cl)c(c2)N(C)C(=O)CC(OC(=O)C(C)C)C2(C)OC2C(C)C2CC1(O)NC(=O)O2 (stereo not drawn)	0	.	.	5	.	-4	.	.	17
C/C(=N\NC(=O)c1ccccc1)c1c(O)n(C2CCCCC2)c(=O)[nH]c1=O	-6	3	-6	-16	5	-5	-5	-10	-168
CC(C)NC(=O)c1ccc(N2CC3CC(C2)c2cccc(=O)n2C3)c([N+](=O)[O-])c1 (stereo not drawn)	-3	1	-3	-7	2	2	-3	-9	16
CN(C)/C=C(\C=[N+](C)C)c1[nH]ncc1[N+](=O)[O-]	-11	8	-6	7	5	1	-1	-1	15
O=c1[nH]c(=S)n(C2CC2)c(O)c1/C=N/N1CCOCC1	-8	14	9	4	20	0	1	-1	21
CN1CCN(c2ccc(NC(=O)C(C)(C)C)cc2)CC1	-2	-3	-13	1	16	1	-11	6	2
C[C@@H]1C(=O)O[C@H]2[C@H](O)[C@]34[C@@H]5OC(=O)[C@]3(OC3OC(=O)[C@H](O)C34[C@H](C(C)(C)C)[C@@H]5O)[C@@]12O (stereo partly drawn)	-1	.	.	-9	.	1	.	.	3
CNCC(C)c1ccccc1 (stereo not drawn)	1	-6	-5	-13	4	2	-10	8	0
CC1(C)CSC(Nc2ccc(F)c(Cl)c2)=N1	-4	6	-5	9	24	2	-4	12	22
CC/C(=N\NC(N)=O)c1c(O)[nH]c(=O)[nH]c1=O	-6	10	-15	-9	9	2	-8	-3	-13
Next section:
SMILES	HKDC1 inhibitor	SENP7 block	SENP6 inh	PfGluPho inh	NALP3 yeast inh	SENP1 FRET inh	SENP8 block-1	Apaf-1 inh	SENP8 block-2
CCC(CO)NC(=O)C1C=C2c3cccc4[nH]cc(c34)CC2N(C)C1 (stereo not drawn)	-2	-6	13	37	17	39	4	40	-394
O=C(CNC(=O)OCc1ccccc1)NCC(=O)Nc1ccc(Br)cc1C(=O)c1ccccc1	-9	-13	-3	-3	17	1	-14	16	-2
CCOP(=O)(OCC)c1ccc(OP(=O)(c2cccc([N+](=O)[O-])c2)c2cccc([N+](=O)[O-])c2)cc1	-5	2	-8	-13	9	6	-1	-7	-4
COc1ccc(N=Cc2c(O)n(Cc3ccccc3)c(=S)[nH]c2=O)c(OC)c1	1	10	-18	-3	18	-39	1	-2	-308
CNC(=O)O/N=C/c1nn(C(=O)C(C)(C)C)cc1Br	-1	5	-23	10	10	1	-11	-3	20
CSc1ccccc1C(=O)C1CCCN(Cc2ccncc2)C1 (stereo not drawn)	-2	7	0	7	10	3	3	-7	10
Cc1nc2ccccc2c(=O)n1-c1cc(F)ccc1F	-7	0	5	-7	7	2	5	-10	-12
CCCCn1c(O)c(C(C)=NCCCN(C)C)c(=O)[nH]c1=O	-5	-3	-12	2	11	1	-12	2	23
CCC1CN1P(=O)(Oc1ccc(Cl)cc1)N1CC1CC (stereo not drawn)	-3	.	.	14	.	0	.	.	0
CCCCC(CC)CNCC(O)c1ccccc1 (stereo not drawn)	-2	5	-10	1	1	1	-4	-6	11
CSc1ncc(/C=C2/C(=O)NC(=O)N(C3CCCCC3)C2=O)cn1	-1	1	10	10	15	-1	-4	11	6
[Cl][Pt+2][Cl].[NH-]C1CCCCC1[NH-] (stereo not drawn)	2	9	-12	37	15	4	1	-7	12
CN(C)c1ccc(-[n+]2c(-c3ccccc3)cc(-c3ccccc3)cc2-c2ccccc2)cc1	-10	-2	6	12	13	8	4	18	20
O=C(O)c1ccc(N=Cc2c(O)[nH]c(=O)[nH]c2=O)cc1	-1	10	6	-1	18	0	-1	6	1
CCOc1cccc(OCC)c2c(C)[n+](CC3CCCO3)c(C)c1-2 (stereo not drawn)	8	-10	-5	10	9	23	-2	9	18
Cn1c(O)c(C(=Nc2ccc(F)cc2)c2ccccc2Cl)c(=O)n(C)c1=O	2	-4	-18	-4	20	1	-7	11	20
COc1ccccc1-n1c(-c2cccs2)nc2ccccc2c1=O	17	-3	-14	2	9	-1	-9	12	2
Cc1nc2c(=O)n(C)c(=O)nc-2n(C)n1	18	96*	87*	120*	26	49*	96*	99*	132*
C[C@]12CC[C@H](O)C[C@H]1CC[C@@H]1[C@@H]2CC[C@]2(C)C(=O)CC[C@@H]12	-3	3	-4	-3	54*	0	-2	1	28
COc1ccc(-c2nn(CCC#N)cc2C(=O)O)cc1	-5	-6	-28	8	9	0	-3	-2	2
CC(=O)c1c(C)n(C2CCCCC2)c2ccc(O)cc12	8	-3	25	-16	11	-2	-5	10	2
COC(=O)C1=C(c2cccc(C#N)c2)C[C@@H]2CC[C@H]1N2C(=O)NCCCOC(C)C	-5	-14	-23	-3	7	4	-18	13	20
O=C1/C(=C\c2cccnc2)N2CCC1CC2	-2	-3	-20	-9	17	1	-11	-23	10
Cc1ccc2c(c1)N(CCC(=O)N1CCC3(CC1)OCCO3)C(=O)CO2	5	-5	-6	-14	7	1	4	-1	-2
COc1ccc(/C=C/C(=O)NC(=S)N2C[C@H]3C[C@H](C2)c2cccc(=O)n2C3)cc1OC	1	-4	3	17	3	1	2	-7	-18
Next part
SMILES	HKDC1 inhibitor	SENP7 block	SENP6 inh	PfGluPho inh	NALP3 yeast inh	SENP1 FRET inh	SENP8 block-1	Apaf-1 inh	SENP8 block-2
CCn1cc(CN2CCCC(C(=O)c3sccc3C)C2)cn1 (stereo not drawn)	-5	-3	-36	17	12	0	-7	13	6
CN(C)C1C(=O)C(C(N)=O)=C(O)C2(O)C(=O)C3=C(O)c4c(O)cccc4C(C)(O)C3CC12 (stereo not drawn)	-1	.	.	-1	.	6	.	.	4
c1ccc2c(CCNC3=NCCC3)c[nH]c2c1	-7	3	-11	-3	-7	-2	6	2	5
c1ccc(CN2CCN(Cc3ccc4ccccc4c3)CC2)cc1	-1	7	13	-4	14	1	2	9	6
O=C1C=CC(=O)C2C1C1(Cl)C(Cl)=C(Cl)C2(Cl)C1(Cl)Cl (stereo not drawn)	1	.	.	8	.	1	.	.	16
CCC(=Nc1cc(OC)ccc1OC)c1c(O)[nH]c(=O)[nH]c1=O	-3	11	-3	9	-24	0	0	5	4
NCCc1c[nH]c2ccc(C(N)=O)cc12	-6	10	-5	-3	25	0	3	-4	-7
O=c1[nH]c(=O)n(Cc2ccco2)c(O)c1C=NCc1cccs1	-5	-2	-16	-3	7	-5	-3	-3	1
O=[N+]([O-])c1ccc(N2CCNCC2)cc1NCC1CCCO1 (stereo not drawn)	-3	1	13	29	13	1	10	-4	33
Cn1c(O)c(C=NCCN2CCOCC2)c(=O)[nH]c1=S	-2	0	0	-11	35	-2	5	-8	13
O=P1(c2ccccc2)Nc2ccccc2N1c1ccccc1 (stereo not drawn)	-3	.	.	-2	.	6	.	.	-350
CCN1CCN(S(=O)(=O)c2ccc(Cl)c(C(=O)Nc3ccc(C(=O)N(CC)CC)cc3)c2)CC1	-1	11	0	-2	1	3	-6	-11	6
CCc1ccc(C(=O)C23CN4CN(CN(C4)C2)C3)cc1	-7	-2	9	2	17	1	3	1	8
C[C@H]1OC[C@@H](C[N+](C)(C)C)O1	-4	-1	9	10	23	2	5	0	14
ClC1C(Cl)C(Cl)C(Cl)C(Cl)C1Cl (stereo not drawn)	-6&-1	-3	1	2&-1	4	-1&1	-2	7	10&2
CCOC(=O)c1ccccc1NC(=O)c1c(O)[nH]c(=O)[nH]c1=O	-6	1	-8	3	4	0	6	-16	-148
COc1ccc(CN2C(=O)NC(=O)/C(=C\c3ccco3)C2=O)cc1	10	-11	-3	27	-13	-12	-12	20	-3

A section from the list above, for reference:
SMILES	HKDC1 inhibitor	SENP7 block	SENP6 inh	PfGluPho inh	NALP3 yeast inh	SENP1 FRET inh	SENP8 block-1	Apaf-1 inh	SENP8 block-2
ClC1C(Cl)C(Cl)C(Cl)C(Cl)C1Cl (stereo not drawn)	-6&-1	-3	1	2&-1	4	-1&1	-2	7	10&2
CCOC(=O)c1ccccc1NC(=O)c1c(O)[nH]c(=O)[nH]c1=O	-6	1	-8	3	4	0	6	-16	-148
COc1ccc(CN2C(=O)NC(=O)/C(=C\c3ccco3)C2=O)cc1	10	-11	-3	27	-13	-12	-12	20	-3

Not all compounds are listed (hit frequency here may not be typical).
